hcDAF12 agonist: activates DAF-12 receptor from parasite H. contortus. HEK293 hcDAF-12 lit1-tk-luc reporter, luminescence; 0% DMSO, 100% Δ7-dafachronic acid. activation, % at 6.8 µM. actives 1.4% (n = 370,000). AID 652067;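 active means activation above the mean of all tested compounds plus 3 SD, cut at about 5.5% in these data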;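 further: 100% = response to 3 µM Δ7-dafachronic acid high control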
DAX1 inh-1: inhibitors of DAX1 repression of SF-1 activated StAR promoter; HEK293T StAR-luciferase reporter, SF-1/DAX-1 repression relief; inhibition, % at 6.8 µM; actives 1.1% (n = 370,000); AID 652010;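 active means inhibition above the mean over all tested compounds plus 3 SD, cut at about 3.6% in these data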;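 further: 0% = DAX-1 cells with DMSO and 100% = cells lacking DAX-1 with DMSO; higher inhibition means more luminescence from relief of DAX-1 repression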
SMARCA2 act: activators of SMARCA2 function | actives 1% (n = 370,000) | AID 652017 | MG213 cells, MMTV-luciferase reporter, dexamethasone, overnight | activation, % at 9.1 µM; in the data active means activation above about 7.8%;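 further: 0% = vehicle wells and 100% = reference activator wells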
DAX1 inh-2: inhibitors of human orphan nuclear receptor DAX1 (NR0B1) | inhibition, % at 6.75 µM | AID 504766 | HEK293 Gal4-DAX1 luciferase reporter, luminescence | P51843 | actives 0.99% (n = 340,000);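 active means inhibition above the mean over all tested compounds plus 3 SD, cut at about 4.2% in these data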;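 further: 0% = DAX1-transfected cells with DMSO and 100% = empty-vector control cells with DMSO; inhibition shows as a rise in luminescence from relieved DAX1 repression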
Target sequence (P51843 207-470 limits assumed): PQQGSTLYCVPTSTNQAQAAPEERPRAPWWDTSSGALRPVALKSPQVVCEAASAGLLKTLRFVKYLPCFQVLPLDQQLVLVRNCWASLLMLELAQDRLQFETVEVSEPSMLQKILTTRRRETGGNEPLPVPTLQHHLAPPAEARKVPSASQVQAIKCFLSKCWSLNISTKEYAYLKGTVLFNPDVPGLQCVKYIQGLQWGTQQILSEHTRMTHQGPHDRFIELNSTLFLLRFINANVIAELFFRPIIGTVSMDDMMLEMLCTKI
hgDAF12 agonist: hgDAF-12 agonism, primary luciferase screen. HEK293 GAL4-hgDAF12 UAS-luciferase reporter, agonist luminescence; normalized to butyrate control. activation, % at 6.8 µM. actives 1.8% (n = 370,000). AID 687014;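 active means activation above a cutoff set at the mean of all screened compounds plus 3 SD, cut at about 10% in these data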;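 further: 0% = DMSO wells and 100% = sodium butyrate wells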
HGIII-sPLA2 inh: Inhibits HGIII-sPLA2 liposome hydrolysis, primary screen; Q9NZ20; inhibition, % at 12.2 µM; actives 0.56% (n = 370,000); QFRET BODIPY PC-A2 liposome hydrolysis, fluorescence;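 active means inhibition above mean plus 3 SD of compounds lying within the high and low control bounds, cut at about 19% in these data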;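 further: 0% = median of test compound wells and 100% = no enzyme DMSO wells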
Target sequence (Q9NZ20 whole entry, looked up): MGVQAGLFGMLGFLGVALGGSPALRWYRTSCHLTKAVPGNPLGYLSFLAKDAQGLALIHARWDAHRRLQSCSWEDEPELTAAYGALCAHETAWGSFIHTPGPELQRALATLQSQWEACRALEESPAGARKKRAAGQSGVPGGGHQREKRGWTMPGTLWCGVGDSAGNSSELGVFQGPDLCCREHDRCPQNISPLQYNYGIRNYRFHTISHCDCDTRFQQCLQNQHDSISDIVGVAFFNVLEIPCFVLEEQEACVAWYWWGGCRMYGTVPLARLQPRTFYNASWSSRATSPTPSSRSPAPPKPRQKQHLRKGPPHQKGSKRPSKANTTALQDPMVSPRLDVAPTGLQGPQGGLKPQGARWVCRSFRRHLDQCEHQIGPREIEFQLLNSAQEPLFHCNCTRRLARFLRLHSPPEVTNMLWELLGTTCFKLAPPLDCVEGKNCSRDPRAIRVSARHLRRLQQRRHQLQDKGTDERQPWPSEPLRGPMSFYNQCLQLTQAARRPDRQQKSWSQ
NPR1 activator: GC-A (human) enzyme activation. HEK293 GC-A cells, cGMP TR-FRET, EC30 ANP; 0% at EC30 ANP, 100% saturating ANP. activation, % at 10 µM. actives 0.14% (n = 370,000); in the data active means activation above about 40%
ADAM10 inh: inhibits human ADAM10. O14672. recombinant ADAM10, EDANS/DABCYL FRET peptide cleavage, 3 h. inhibition, % at 7 µM. actives 0.62% (n = 370,000);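 active means inhibition above a per-campaign cutoff equal to the mean of compounds falling between control-based bounds plus 3 SD, cut at about 20% in these data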;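 further: 0% = DMSO wells while the 100% control is not disclosed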
FXN GAA850 act: increases GAA850 frataxin promoter reporter activity; activation, % at 6 µM; AID 540364; HEK293 lucGAA850 FXN promoter luciferase reporter, 24 h; percent of 10 µM SAHA response; actives 0.56% (n = 360,000);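 active means activation above the average of all compounds screened plus 3 SD, cutoff fixed separately per campaign, cut at about 7.5% in these data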;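 further: 0% = DMSO wells and 100% = 10 µM SAHA wells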
NPR2 activator: GC-B (human) receptor activation; HEK293-GC-B cells, CNP EC30, cGMP TR-FRET; 0% at EC30 CNP, 100% saturating CNP; P20594; actives 0.11% (n = 370,000); activation, % at 10 µM;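 active means activation at 10 µM reaching about 35% in either raw or pattern-adjusted values, limit read from the data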
ssDAF12 agonist: S. stercoralis DAF-12 activation, primary screen. HEK293 ssDAF-12/GRIP1 lit1-tk-luc reporter, luminescence; % of 3 µM dafachronic acid response. actives 1% (n = 370,000). activation, % at 6.8 µM;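 active means activation above the mean over all tested compounds plus 3 SD, cut at about 0.9% in these data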;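 further: 0% = DMSO-only wells and 100% = 3 µM delta7-dafachronic acid wells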
Starred values were filed as active, the others as inactive; i = inactive; / = not tested or not shown.

SMILES,hcDAF12 agonist,DAX1 inh-1,SMARCA2 act,DAX1 inh-2,hgDAF12 agonist,HGIII-sPLA2 inh,NPR1 activator,ADAM10 inh,FXN GAA850 act,NPR2 activator,ssDAF12 agonist
C[C@H]1CN([C@@H](C)CO)C(=O)c2cc(-c3ccccc3F)cnc2O[C@@H]1CN(C)C(=O)NC1CCCCC1,-1.8,-2.2,-4,0.6,-2.1,-5,2,-2,-3.8,3,-1.2
Cc1cc2oc(=O)cc(CN3CCN(S(=O)(=O)/C=C/c4ccccc4)CC3)c2cc1C,-2.9,-1.8,0,-0.1,-2.5,-10,-13,8,-0.7,-12,-2.0
COc1cccc(CNC(=O)C2CCN(S(=O)(=O)c3cccc4cccnc34)CC2)c1,0.1,-1.9,0,1.7,1.3,-1,-1,-1,-1.2,-6,-1.4
COC(=O)c1ccc(CN2C(=O)C(Cc3ccccc3)ON=C2c2ncccc2C)o1 (centres undefined),-2.0,-0.2,-2,/,-0.2,-2,-4,1,-1.1,-6,-1.0
CCc1ccccc1NC(=S)NC1CC2CCC(C1)N2Cc1ccc(F)cc1 (centres undefined),-1.3,0.6,0,-0.2,0.8,7,-10,-1,-3.3,2,-0.8
O=C(C1CCC(=O)N(C2CC2)C1)N1CCN(c2ccccc2Cl)CC1 (centres undefined),-1.1,0.7,-2,0.7,0.0,1,6,2,1.0,-8,0.1
C=CCSc1nc2c(c(=O)[nH]1)C(c1ccccc1)C(C#N)=C(N)O2 (centres undefined),-2.1,0.2,-1,-1.2,-1.2,3,0,-9,1.6,-4,-1.6
CC1=NN(c2ccccc2)C(=O)/C1=C\C=C1\N(C)c2ccccc2C1(C)C,-1.5,-1.0,2,0.7,-0.5,15,2,10,1.5,2,-1.7
CCOC(=O)CC1C(=O)NCCN1C(=O)COc1ccc(C(C)(C)C)cc1 (centres undefined),1.1,-0.3,-2,-0.6,-2.5,9,0,2,-0.7,-1,-1.1
Cc1c(Cl)cccc1-n1c(SCC(=O)N2CCC(C(=O)O)CC2)nc2ccccc2c1=O,-0.1,0.4,-4,-0.2,-1.0,-2,-1,-8,-1.5,6,-1.0
CC1CCCCN1C(=O)COc1ccccc1F (centres undefined),0.3,-0.1,-1,1.5,-0.6,-8,0,-2,0.7,-2,-1.2
CCOC(=O)N1CCC(NC(=O)c2ccc3c(c2)N=C(C)c2ccccc2S3)CC1,-3.6,-0.9,6,-1.1,-4.0,-8,1,6,-1.6,7,-1.5
COc1ccc(-c2nc3ccc(Cl)cn3c2NC2CCCCC2)cc1SC1CCCCC1,0.4,-0.1,2,1.0,1.7,8,35,-57,1.3,34,-1.0
CC(N)C12CC3CC(C1)CC(C(C)N)(C3)C2 (centres undefined),0.2,0.2,-3,0.8,-2.3,-2,0,-8,-2.0,-4,-1.4
COc1ccc(NC(=O)CSc2nc(N)c(-c3ccccc3)c(=O)[nH]2)cc1,-0.3,-1.3,-6,-0.6,5.5,-1,-1,7,-2.8,-6,-1.0
Cc1ccc(-c2nnc(Nc3ccccc3)c3ccccc23)cc1S(=O)(=O)NCC1CCCO1 (centres undefined),-3.3,-1.4,-4,-1.6,-4.6,-6,19,-2,-3.5,22,-1.2
COc1ccc(NC(=O)COC(=O)Cn2cnc3ccccc32)cc1,-0.2,0.1,-1,-0.4,-1.4,7,2,-14,1.3,-8,-0.7
O=C(Cc1ccc(Cl)cc1)N/N=C/c1ccc(O)c(O)c1,0.3,-0.7,1,-0.7,-0.9,1,-1,-20,4.7,-2,-1.0
COc1ccccc1N(C(=O)c1csnn1)C(C(=O)NC1CCCC1)c1ccccc1 (centres undefined),-2.1,-0.5,1,0.1,0.5,2,-6,5,0.3,-8,-1.7
CN(C)CCCN1c2ccc3ccccc3c2Sc2cccc(Cl)c21,1.3,-0.5,2,0.7,1.9,0,-7,-27,-0.5,-8,0.4

2 compounds from above, limited to hgDAF12 agonist, ADAM10 inh and ssDAF12 agonist:
SMILES	hgDAF12 agonist	ADAM10 inh	ssDAF12 agonist
COC(=O)c1ccc(CN2C(=O)C(Cc3ccccc3)ON=C2c2ncccc2C)o1 (centres undefined)	-0.2	1	-1.0
Cc1ccc(-c2nnc(Nc3ccccc3)c3ccccc23)cc1S(=O)(=O)NCC1CCCO1 (centres undefined)	-4.6	-2	-1.2

The results go on:
SMILES,hcDAF12 agonist,DAX1 inh-1,SMARCA2 act,DAX1 inh-2,hgDAF12 agonist,HGIII-sPLA2 inh,NPR1 activator,ADAM10 inh,FXN GAA850 act,NPR2 activator,ssDAF12 agonist
COc1ccccc1Nc1nc(N)nc(-c2cc3ccccc3o2)n1,-1.0,0.2,5,0.5,6.8,-41,-4,-18,1.1,-8,-0.9
COc1ccc(C(=O)c2cn[nH]c2-c2cc(Cl)ccc2O)cc1,0.0,-0.8,0,3.5,0.2,-94,-6,3,2.4,1,-1.7
Cc1ccnc(NS(=O)(=O)c2ccc(NS(=O)(=O)Cc3ccccc3)cc2)n1,-0.8,-0.7,-5,-0.5,-1.6,11,2,9,-4.1,-2,-1.1
CCc1ccc(NC2=CC(=O)CC(c3ccco3)C2)cc1 (centres undefined),-1.1,-0.3,-4,2.5,2.0,16,1,15,-0.6,-4,-0.6
C[C@H](CO)N1C[C@H](C)[C@@H](CN(C)C(=O)Nc2ccccc2)Oc2c(NS(=O)(=O)c3ccc(F)cc3)cccc2C1=O,0.3,0.0,-2,1.4,-0.2,1,-1,1,-2.0,3,-0.8
O=C(CSc1nnnn1C1CCCCC1)Nc1ccc(F)cc1,0.0,-0.3,-2,0.3,0.8,2,-2,1,2.9,-4,-0.8
Cc1ccc(NC(=O)Cc2nn(C)c(=O)c3ccccc23)cc1F,-2.7,-2.2,-2,-2.8,-4.2,-1,2,-5,-3.9,-2,-1.7
CC(=O)C1(C(=O)Nc2cc(C)cc(C)c2)CC(c2ccccn2)=NO1 (centres undefined),5.5,-1.4,-5,/,0.5,12,-7,-20,/,-8,0.6
CCCOC(=O)C1=C(C)NC2=C(C(=O)CCC2)C1c1cccc(OC)c1OC (centres undefined),-0.7,0.2,-1,0.9,-3.2,2,-13,-332,0.1,-10,-1.5
CCOC(=O)N1CCN(C(=O)/C(=C\c2ccc(SC)cc2)NC(=O)c2ccccc2)CC1,-2.7,0.3,1,-0.1,4.5,-7,9,2,0.1,-5,-1.4
COc1ccccc1CNC(=O)N1CCC(c2nc3ccc(Cl)cc3[nH]2)CC1,-3.0,-1.6,-4,/,-2.4,-3,-4,-3,/,-8,-1.1
O=C(C1CC1)N1CCc2cc(S(=O)(=O)NCc3ccccc3)ccc21,-2.0,-0.5,-5,-0.4,0.7,-1,1,8,0.8,0,-1.4
CCC(C)(C)C1CCc2c(sc(N)c2C(N)=O)C1 (centres undefined),-3.8,-1.9,-4,-2.9,-5.1,4,-7,-12,-0.5,0,-2.6
O=C(Nc1cccc(Cl)c1)Nc1ccccc1C(=O)NCc1ccco1,-1.4,-2.0,-1,-0.6,-1.7,-18,0,-34,2.9,4,-1.7
CCCCCc1nnc(NC(=O)c2ccc3nc[nH]c3c2)s1,-0.6,0.8,-1,0.6,-1.9,-13,-4,-5,2.4,-5,-0.4
Cc1ccc(OCc2nnc(SCC(=O)Nc3cccc4ccccc34)n2-c2ccccc2)cc1,-0.7,-0.4,-8,-0.4,-2.0,-29,-5,12,-1.3,-5,-1.0
CC1=C(C(=O)N2CCOCC2)CC(CC(=O)NC2CCCC2)C(=O)N1Cc1ccc(F)cc1 (centres undefined),-0.7,0.1,0,0.6,-1.6,7,4,-1,-1.7,4,-0.5
O=C(O)c1nn(Cc2ncc(-c3cccc(Cl)c3)o2)c(=O)c2ccccc12,-1.1,0.2,-2,2.2,0.3,-12,-4,-2,-2.0,-4,-1.0
COc1ccc(C(=O)CSc2nnc(-c3cnccn3)n2-c2ccc(C)cc2)cc1,-3.9,0.4,-3,/,-1.4,-20,4,-5,/,3,-1.2
CCOc1cc(/C=N/NC(=O)N/N=C/c2ccc(O)c(OCC)c2)ccc1O,5.5,-0.5,-1,/,14*,-13,-4,8,/,-7,1.1*

Compound profiles (already shown). Order of values: hcDAF12 agonist, DAX1 inh-1, SMARCA2 act, DAX1 inh-2, hgDAF12 agonist, HGIII-sPLA2 inh, NPR1 activator, ADAM10 inh, FXN GAA850 act, NPR2 activator, ssDAF12 agonist
C[C@H](CO)N1C[C@H](C)[C@@H](CN(C)C(=O)Nc2ccccc2)Oc2c(NS(=O)(=O)c3ccc(F)cc3)cccc2C1=O across the screens: 0.3, 0.0, -2, 1.4, -0.2, 1, -1, 1, -2.0, 3, -0.8
CC1=C(C(=O)N2CCOCC2)CC(CC(=O)NC2CCCC2)C(=O)N1Cc1ccc(F)cc1 (centres undefined) across the screens: -0.7, 0.1, 0, 0.6, -1.6, 7, 4, -1, -1.7, 4, -0.5
Cc1ccc(OCc2nnc(SCC(=O)Nc3cccc4ccccc34)n2-c2ccccc2)cc1 across the screens: -0.7, -0.4, -8, -0.4, -2.0, -29, -5, 12, -1.3, -5, -1.0

(cont.)
SMILES,hcDAF12 agonist,DAX1 inh-1,SMARCA2 act,DAX1 inh-2,hgDAF12 agonist,HGIII-sPLA2 inh,NPR1 activator,ADAM10 inh,FXN GAA850 act,NPR2 activator,ssDAF12 agonist
COc1ccc(CCN2C(=O)CC(NNC(=O)c3ccccc3Br)C2=O)cc1 (centres undefined),-1.6,0.6,4,1.5,2.3,-5,-2,9,1.8,1,-1.2
COC(=O)c1ccncc1C(=O)Nc1ccc(Oc2ncc(C(F)(F)F)cc2Cl)cc1,-1.3,-0.3,-3,0.4,0.5,6,1,-3,0.9,2,-1.0
CCOC(=O)CN(C(=O)CSc1nnc(Cc2ccccc2)n1-c1ccc(C)cc1)c1ccccc1,-0.6,-0.2,1,-0.3,0.2,-1,-2,1,-5.1,0,-1.4
Cc1cccc(C)c1OCc1cn(CC(=O)c2ccc(O)cc2)nn1,1.0,-1.5,-5,-0.4,-1.1,-56,1,-2,1.9,-2,-1.0
COc1cccc(C(=O)Nc2cnn(C(C)C)c2)c1,1.2,2.0,2,1.5,8.0,0,1,1,1.6,5,-0.7
CSc1nn2c(C(F)(F)F)cc(C(F)(F)F)nc2c1C(=O)O,-0.2,0.3,-1,0.4,0.6,-1,-2,2,-1.4,1,-0.6
Cn1c(CCNC(=O)C2CCCCC2)nc2cc(NC(=O)c3cccs3)ccc21,-2.2,0.0,-2,0.1,-3.7,-8,0,-1,2.2,-2,-1.3
O=C(CSc1ccccc1)Nc1cc(Cl)ccc1Oc1ccccc1,-1.7,-0.4,0,-0.9,0.5,-10,-9,7,1.8,-13,-1.0
CSc1ccc(/C=C/C(=O)OCC(=O)NC2CCS(=O)(=O)C2)cc1 (centres undefined),-0.3,-0.7,-2,0.7,-1.3,12,0,i,1.7,-5,-0.6
CC(C)(C)OC(=O)NCCCCCNC(=O)c1nc[nH]c1C(=O)N1CCN(C(=O)OC(C)(C)C)CC1,-3.2,-0.4,1,-1.5,-3.7,-7,1,6,0.2,2,-1.4
O=C(CSc1n[nH]c(=O)n1Cc1ccco1)c1ccc2c(c1)OCCO2,2.7,0.3,4,0.1,1.4,-32,2,3,3.2,-7,-0.4

Screening data deposited in PubChem by several laboratories.
